MEKK2 WT-MEK5 – modulators of MEK5 binding to wildtype MEKK2, primary screen, biochemical, multiplex bead flow cytometry, Alexa488-MEK5. Alexa488-MEK5 binding to MEKK2 WT; actives lie on both sides. binding response (% of control), % at 10 µM. actives 1.1% (n = 290,000). AID 1531, 2009; in the data active = binding response below about 67% or above about 130%
DNA FID counter – compounds displacing fluorescent DNA intercalator, primary screen, artefact control for HCV NS3 helicase inhibitor project, biochemical, FID fluorescence | DNA fluorescent intercalator displacement | inhibition, % at 7.9 µM | actives 0.17% (n = 290,000); in the data active = inhibition above about 37%;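 note: 0% = vehicle and 100% = reference compound; higher means more ethidium bromide displaced from hairpin DNA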
OXTR ag – human OXTR agonists, primary screen, fluorescence, CHO-OTR cells, Fluo-8 calcium; Oxytocin receptor (Homo sapiens), P30559; Fluo-8 calcium fluorescence; normalized: DMSO 0%, oxytocin 100%; activation, % at 3 µM; actives 0.32% (n = 320,000);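 active = activation above the mean of all tested compounds plus 3 SD, cutoff set per screening run, cut at about 20% in these data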;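 note: peak over basal fluorescence ratio from a 100 s FLIPR kinetic read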
PHOSPHO1 inh – PubChem AID 1565. Phosphoethanolamine/phosphocholine phosphatase (Homo sapiens), Q8TCT1. recombinant PHOSPHO1, absorbance phosphatase assay. inhibition, % at 13.3 µM. actives 1.1% (n = 290,000); in the data active = inhibition above about 60%
Target sequence (Q8TCT1 whole entry, looked up): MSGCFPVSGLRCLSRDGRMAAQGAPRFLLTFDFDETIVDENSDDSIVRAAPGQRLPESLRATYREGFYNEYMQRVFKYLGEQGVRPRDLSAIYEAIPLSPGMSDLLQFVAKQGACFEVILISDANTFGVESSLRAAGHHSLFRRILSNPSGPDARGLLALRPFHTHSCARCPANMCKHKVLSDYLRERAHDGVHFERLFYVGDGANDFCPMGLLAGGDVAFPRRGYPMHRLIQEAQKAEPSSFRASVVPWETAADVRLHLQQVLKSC
M18AAP inhibitor – PfM18AAP inhibitors, malaria aminopeptidase, primary screen, biochemical, QFRET, recombinant enzyme; H-Glu-NHMec fluorogenic cleavage; actives 1.2% (n = 290,000); inhibition, % at 7.35 µM; M18 aspartyl aminopeptidase (Plasmodium falciparum 3D7); AID 1822, 2009;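 active = inhibition above the campaign mean inhibition over all tested compounds plus 3 SD, cut at about 28% in these data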;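 note: 0% = plate median of test compound wells and 100% = 2 mM ZnCl2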
MEKK2mut PB1 HTS – MEK5 binding signal on mutant MEKK2 PB1, primary screen, biochemical, multiplex bead flow cytometry, Alexa488-MEK5; Alexa488-MEK5 binding to MEKK2 mutant; percent response, % at 10 µM; actives 0.35% (n = 290,000); AID 1530, 2009; in the data active = percent response above about 24%, passing the limit was not always enough; note: inactives centre near 1; some results filed as inactive read as strong as hits; reference of the scale not given here
GPR7 antagonist – GPR7 receptor antagonists, primary screen, cell-based, fluorescence, single concentration; Neuropeptides B/W receptor type 1 (Homo sapiens), P48145; GPR7-expressing cells, fluorescence antagonist assay; inhibition, % at 4.4 µM; actives 1.1% (n = 290,000); in the data active = inhibition above about 16%, passing the limit was not always enough;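 note: cells stimulated with the agonist NPW; 0% = agonist with vehicle and 100% = vehicle without agonist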
MEKK3 PB1 HTS – modulators of MEKK3-MEK5 PB1 binding, primary screen, biochemical, wildtype MEKK3, multiplex bead flow cytometry, Alexa488-MEK5; bead-based flow cytometry, Alexa488-MEK5 binding to MEKK3; actives lie on both sides; 0 = blocked by unlabeled MEK5, 100 = vehicle; binding response (% of control), % at 10 µM; actives 1.4% (n = 290,000); AID 1529, 2009;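 active = binding response more than 3 SD above or below the average of its plate-row segment, actives on both sides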;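 note: Alexa488 bead fluorescence after subtracting the streptavidin-only scavenger bead signal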
Target sequence (Q99759 whole entry, looked up): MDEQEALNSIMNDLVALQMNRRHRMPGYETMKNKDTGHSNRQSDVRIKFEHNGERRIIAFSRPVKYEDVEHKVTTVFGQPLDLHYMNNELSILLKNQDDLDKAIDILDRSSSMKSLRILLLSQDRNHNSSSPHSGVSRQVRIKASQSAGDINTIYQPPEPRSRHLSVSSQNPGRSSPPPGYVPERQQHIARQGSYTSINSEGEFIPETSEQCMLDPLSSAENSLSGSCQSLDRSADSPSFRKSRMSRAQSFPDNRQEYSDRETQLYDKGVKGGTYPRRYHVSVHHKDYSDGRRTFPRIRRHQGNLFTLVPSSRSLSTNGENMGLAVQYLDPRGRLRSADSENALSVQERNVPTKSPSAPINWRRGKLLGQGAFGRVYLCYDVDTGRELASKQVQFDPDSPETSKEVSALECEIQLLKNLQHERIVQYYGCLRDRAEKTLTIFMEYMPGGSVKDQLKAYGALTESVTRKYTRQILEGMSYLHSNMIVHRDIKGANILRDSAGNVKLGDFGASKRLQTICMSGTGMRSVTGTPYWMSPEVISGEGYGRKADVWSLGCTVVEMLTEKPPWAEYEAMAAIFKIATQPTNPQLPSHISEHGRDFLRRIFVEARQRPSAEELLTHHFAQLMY
NALP1 inh – NALP1 inflammasome inhibitors in reconstituted yeast, colorimetric, S. cerevisiae, triplicate retest; S. cerevisiae NALP1/ASC/caspase-1 growth, X-gal OD620, 72 h; inhibition, % at 10 µM; actives 0.61% (n = 280,000); AID 2071, 2009; in the data active = inhibition mostly above about 24%, no sharp cut-off; inactive = mostly below about 32%; note: some compounds called inactive have numbers as strong as hits
The depositor's hits bear a star; x = not tested or not shown; & = joins results of further samples. Not a hit list. About 6.2% of those tested had a hit in this group.

#	smiles	PHOSPHO1 inh	DNA FID counter	MEKK2mut PB1 HTS	MEKK3 PB1 HTS	OXTR ag	MEKK2 WT-MEK5	NALP1 inh	GPR7 antagonist	M18AAP inhibitor
1	CCOC(=O)c1cc(S(=O)(=O)N2CCN(Cc3ccccc3)CC2)cn1C	43.9	-15.3	5.0	103.0	-2.5	104.0	-0.3	9.6	-10.7
2	CC(C)(C)SCCNC(=O)/C=C/c1ccc([N+](=O)[O-])cc1	4.7	0.4	0.0	115.0	0.4	101.0	30.6	9.9	1.1
3	Fc1ccccc1-n1cn[nH]c1=S	3.5	-2.4	-3.0	106.0	-0.7	109.0	-2.7	7.3	12.6
4	CC(C)CNC(=S)NNC(=O)c1csc2c1CCC(C)C2 (stereo not given)	83.5*	-12.8	2.0	96.0	-1.3	96.0	-4.3	4.8	1.5
5	O=C(CSc1nnc(-c2ccncc2)n1Cc1ccco1)Nc1ccccc1Cl	18.8	-20.9	-3.0	98.0	-0.6	99.0	-7.9	6.8	-1.9
6	Cc1cccc(C)c1N1CCc2cn[nH]c21	20.1	-2.4	3.0	100.0	0.0	100.0	4.2	0.1	5.5
7	Cc1onc(-c2ccccc2Cl)c1C(=O)N(Cc1nc(-c2ccccc2)no1)C1CCCCC1	-10.5	-4.8	-3.0	94.0	0.7	92.0	10.2	1.0	-6.6
8	CCO[C@H]1OC(C(=O)Nc2ccccc2)=C[C@@H](c2cn(C(C)=O)c3ccccc23)[C@@H]1CCCO	9.3	-24.5	3.0	105.0	1.9	100.0	3.4	17.1	-0.5
9	O=C(Cc1cn(Cc2cccc(Cl)c2)c2ccccc12)N1CCCC1	-13.4	-27.7	-2.0	96.0	-1.3	97.0	39.0	8.0	-0.1
10	O=C(NC(=S)N1CCOCC1)C12CC3CCC(CC(C3)C1)C2	6.6	-7.5	10.0	100.0	-0.6	110.0	32.4	-8.5	-0.7
11	CC(=O)Nc1ccc(NC(=O)CSc2ccc(-c3sc(C)nc3C)nn2)cc1	46.6	-22.0	7.0	99.0	0.6	103.0	-4.2	-6.4	1.9
12	CCN(CC)C(=O)Cn1ncc2c1-c1ccccc1OC2	-14.5	-1.9	6.0	102.0	-0.5	110.0	11.2	-1.6	5.6
13	COCc1cc(=O)[nH]c(-c2ccccc2)n1	37.3	-2.7	-5.0	105.0	0.8	99.0	26.1	-9.0	-6.6
14	CCOC(=O)c1ccc(Nc2nnc(C)c3ccccc23)cc1	36.2	-24.6	19.0	110.0	-2.5	118.0	3.6	-0.6	-0.2
15	CC(C)n1c(-c2cccs2)nc2ccccc21	-13.6	-6.6	4.0	108.0	-2.3	103.0	10.0	-10.0	3.2
16	c1ccc(-n2c(-c3ccncc3)nnc2N2CCOCC2)cc1	-7.4	-11.9	-7.0	93.0	-0.1	94.0	-11.4	12.9	-13.5
17	COc1cc2[nH]c(=S)n(CCN3CCCCC3C)c(=O)c2cc1OC (stereo not given)	24.2	6.8	0.0	101.0	-0.3	97.0	-3.3	-8.1	0.2
18	CCOC(=O)NC(C(Cl)(Cl)Cl)S(=O)(=O)c1ccccc1 (stereo not given)	19.5	-0.2	8.0	101.0	0.2	99.0	5.7	1.8	-5.9
19	CC(C)[C@H]1C(=O)Nc2ccccc2N1C(=O)N[C@@H](Cc1ccccc1)C(=O)N[C@H](C(=O)O)c1ccccc1	18.7	-20.8	-5.0	95.0	1.3	98.0	3.3	-6.0	-1.2
20	O=C(CCN1C(=O)c2ccccc2S1(=O)=O)Nc1cccc2ccccc12	-18.1	-4.1	-1.0	102.0	-0.5	99.0	-3.4	-7.8	-6.7
21	CC(C)C1S/C(=N/N=C/c2cccs2)NC1=O (stereo not given)	26.7	-5.5	x	x	-0.2	x	8.5	2.7	7.4
22	COc1cc(OC)c(C(=O)Nc2ccncc2)cc1OC	39.0	-3.4	4.0	101.0	0.5	109.0	13.9	-21.4	-3.0
23	COc1cc(C(=O)NCC(=O)N2CCN(S(=O)(=O)c3cc(C)ccc3C)CC2)cc(OC)c1OC	41.4	-35.3	4.0	99.0	-0.4	102.0	-2.0	-10.4	0.5
24	CC1CCCN(C(=O)c2nn(C)c3c2CS(=O)(=O)c2ccccc2-3)C1 (stereo not given)	-8.9	-10.0	3.0	103.0	3.4	104.0	16.9	-3.6	-2.8

Molecules shown so far that contain two or more sulfur atoms, in the order listed:
#	smiles	PHOSPHO1 inh	DNA FID counter	MEKK2mut PB1 HTS	MEKK3 PB1 HTS	OXTR ag	MEKK2 WT-MEK5	NALP1 inh	GPR7 antagonist	M18AAP inhibitor
4	CC(C)CNC(=S)NNC(=O)c1csc2c1CCC(C)C2 (stereo not given)	83.5*	-12.8	2.0	96.0	-1.3	96.0	-4.3	4.8	1.5
11	CC(=O)Nc1ccc(NC(=O)CSc2ccc(-c3sc(C)nc3C)nn2)cc1	46.6	-22.0	7.0	99.0	0.6	103.0	-4.2	-6.4	1.9
21	CC(C)C1S/C(=N/N=C/c2cccs2)NC1=O (stereo not given)	26.7	-5.5	x	x	-0.2	x	8.5	2.7	7.4

Further structures follow:
#	smiles	PHOSPHO1 inh	DNA FID counter	MEKK2mut PB1 HTS	MEKK3 PB1 HTS	OXTR ag	MEKK2 WT-MEK5	NALP1 inh	GPR7 antagonist	M18AAP inhibitor
25	Cc1ccccc1C(=O)Nc1ccccc1N1CCCCC1	49.8	-13.7	-4.0	101.0	-1.6	99.0	-2.1	3.1	1.7
26	N#Cc1nc(COc2ccc(-c3ccccc3)cc2)oc1NCc1cccnc1	15.2	-18.3	6.0	110.0	5.5	110.0	x	-6.4	-14.5
27	CC1CC(Nc2ccccc2N)=CC(=O)O1 (stereo not given)	13.9	-2.5	-1.0	90.0	-0.8	92.0	2.5	-9.5	6.6
28	CCc1cccc(NC(=O)CN(c2ccc(OC)cc2)S(=O)(=O)c2c(C)n[nH]c2C)c1	7.2	-22.8	-3.0	101.0	-0.9	101.0	18.6	-12.6	-2.9
29	O=C(Cn1nc(-c2cccc(Cl)c2)ccc1=O)Nc1ccccc1Br	36.7	-6.0	-10.0	99.0	2.5	90.0	0.9	7.7	16.7
30	O=C(/C=C/c1ccco1)Nc1cccc(S(=O)(=O)N2CCOCC2)c1	-18.9	0.7	15.0	106.0	-1.5	108.0	29.0	-5.7	-7.5
31	COc1ccc(-c2c(C)oc3cc(O)cc(O)c3c2=O)cc1OC	2.0	-17.2	4.0	105.0	4.1	107.0	33.8	26.8*	6.1
32	COc1ccccc1NC(=O)C1CCN(S(=O)(=O)c2ccc3c(c2)NC(=O)C(C)S3)CC1 (stereo not given)	12.1	-44.5	1.0	98.0	12.9	84.0	-1.4	2.4	-12.0
33	COc1ccc(C)cc1S(=O)(=O)N(C)CC(=O)NC1CCCC1	-4.4	-5.7	-1.0	99.0	-0.9	103.0	41.7	3.3	-2.9
34	C/C(=N\N1CCN(c2ccccc2)CC1)c1ccc(O)cc1	27.3	-13.1	-1.0	97.0	x	99.0	13.1	-18.0	3.7
35	NNC(=O)c1nn(-c2ccc(Cl)cc2)cc1O	33.4	-1.9	5.0	103.0	-0.7	98.0	-24.1	-11.9	2.8
36	Cn1nnnc1SCCNCc1cccc2ccccc12	18.2	4.8	4.0	105.0	-0.6	107.0	20.0	-1.3	-5.5
37	CCn1c2ccccc2c2cc(/C=N/n3c(-c4cc(C)[nH]n4)n[nH]c3=S)ccc21	6.3	-1.7	-12.0	95.0	-2.1	90.0	-3.9	-16.7	3.5
38	COc1ccc(C(=O)Cn2nnc(-c3cccs3)n2)cc1	24.4	-4.2	2.0	101.0	-0.6	99.0	14.1	-10.2	2.3
39	COc1cccc(C(=O)N(CN2CCCC2=O)c2ccccc2OC)c1	0.0	-8.3	-2.0	95.0	-1.4	94.0	-2.7	-7.7	-10.6
40	COc1c2ccoc2nc2c(OC)cccc12	12.6	-2.7	5.0&-28.0	102.0&90.0	-0.8	103.0&79.0	-0.6	0.1	10.4
41	COC(=O)c1ccc(OCC(O)CNCC(c2ccc(OC)cc2)N(C)C)c(OC)c1 (stereo not given)	10.3	7.9	2.0	100.0	1.6	106.0	10.1	-9.7	1.3
42	Cc1onc(-c2ccccc2)c1C(=O)NCC1COc2ccccc2O1 (stereo not given)	-6.3	-5.8	5.0	104.0	-2.2	102.0	3.6	-2.5	-0.8
43	CCCCC(=O)Nc1nnc(CCOC)s1	-2.7	-7.2	1.0	102.0	0.1	104.0	-1.0	-12.6	4.8
44	CCn1c(CNC(=O)Cc2ccc(OC)cc2)nnc1SCC(=O)Nc1nccs1	-5.7	-15.3	-2.0	91.0	-1.9	94.0	18.1	-5.6	7.5
45	CCOc1cccc2sc(N(CCCN(C)C)C(=O)c3ccc(C(=O)c4ccccc4)cc3)nc12	37.7	27.6	35.0*	108.0	7.1	161.0*	13.5	6.7	1.8
46	CC(C)C(C(=O)Nc1ccccc1)N1C(=O)c2ccccc2C1=O (stereo not given)	-24.2	-12.9	9.0	102.0	0.0	103.0	-79.6	6.4	8.6
47	CCN(CC)c1ccc(NC(=O)CSc2nc(C)cc(=O)[nH]2)cc1	4.7	x	6.0	110.0	0.2	112.0	-6.8	x	x
48	CCOc1ccc(N2CC(C(=O)NCCc3ccc(S(N)(=O)=O)cc3)CC2=O)cc1 (stereo not given)	8.1	-27.3	2.0	104.0	0.1	101.0	-9.5	-3.2	-5.7
49	Cc1nc2ncnn2c(C)c1CCC(=O)N1CCOCC1	3.4	1.7	-3.0	97.0	0.7	98.0	4.1	8.4	1.6
50	COc1cccc(C=Nc2ccc3c(c2)OCCO3)c1O	-20.5	-1.7	x	x	-0.1	x	13.2	-2.5	-2.4
51	CC(=C/c1ccccc1)/C=N/NC(=O)c1cccs1	31.8	-13.2	-7.0	97.0	-1.3	95.0	-8.4	-6.0	-6.4
52	COc1ccc(NC(=O)c2ccc3ncsc3c2)cc1	28.6	-5.1	-2.0	102.0	0.0	104.0	27.2	-7.1	-2.5
53	CCN(CC)C(=O)C1=C(C)NC(=O)NC1c1c(F)cccc1Cl (stereo not given)	14.0	-3.9	1.0	103.0	1.0	105.0	20.2	6.0	-2.4
